H9c2 TAG inh: inhibitors of triacylglycerol accumulation, primary screen, cell-based, uHTS, fluorescence, H9c2 | H9c2 cells, Nile Red lipid (TAG) fluorescence; cells loaded with 200 µM oleic acid | inhibition, % at 12.5 µM | 230,000 compounds, 0.66% hits | AID 651582, 2012;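 active = pattern-corrected inhibition of lipid staining of at least 50% with the nuclear-stain viability signal not falling by more than 50%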;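 note: 0% = DMSO wells and 100% = triacsin C control wells; some results filed as inactive read as strong as hits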
H9c2 TAG inh DAPI viability: recorded beside H9c2 TAG inh, whose call it bears; DAPI nuclei signal change (viability), lower = more cytotoxic, %;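 whole-well DAPI fluorescence read on a plate reader as a viability signal; minus 50 percent equals half of cells still viable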
The depositor's hits bear a star. Not all compounds are listed. The share of hits here may be higher or lower than overall.

Start of the listing, in advance, 15 compounds:
SMILES	H9c2 TAG inh	H9c2 TAG inh DAPI viability
COC(=O)C1=C(C)NC(C)=C(C(=O)OC)C1C(=O)OCc1nnc(-c2ccccc2Cl)o1	-5.6	-9.9
CCOC(=O)c1ccc(NC(=S)N2CCCC(C(=O)N3CCCC3)C2)cc1 (stereo not given)	3.2	-6.7
COc1ccc(/C=C/C(=O)OCC(=O)NC2CCCC2)cc1OC	2.6	-7.8
CC(C)(C)NC(=O)NC(=O)COC(=O)c1ccco1	-7.0	-4.6
O=C(Cn1cc([N+](=O)[O-])cn1)NCCc1c[nH]c2ccccc12	-8.4	2.2
Cc1cc(C(=O)COC(=O)C(C)NC(N)=O)c(C)n1Cc1ccco1 (stereo not given)	0.4	0.7
CCC(C)N(CC(=O)NCc1ccc(OC)cc1)C(=O)c1csnn1 (stereo not given)	35.7	-0.2
O=C(Cn1ccc(=O)[nH]c1=O)c1ccc([N+](=O)[O-])o1	8.2	-2.1
COc1ccccc1C(CNC(=O)c1ccc(NS(=O)(=O)c2ccc(F)c(C)c2)cc1)N1CCCC1 (stereo not given)	23.7	7.7
O=C(OCc1nnc(-c2ccccc2Br)o1)c1ccco1	0.2	-1.8
COc1ccc(CC(=O)Nc2nc(-c3cccc([N+](=O)[O-])c3)cs2)cc1	16.2	-9.6
COc1cccc(OCC(=O)N(Cc2nc(-c3ccc(Cl)cc3)no2)C(C)C)c1	-2.8	-2.3
Cc1ccccc1S(=O)(=O)N(C)C[C@@H]1OCc2cnnn2CCCC(=O)N([C@@H](C)CO)C[C@H]1C	-14.7	4.6
CCc1nnc(NS(=O)(=O)c2ccc(NC(=O)c3ccc(Br)cc3)cc2)s1	3.8	-4.3
CC(C)C(=O)N1CCCC1(C)C(=O)Nc1ccc(F)cc1 (stereo not given)	-12.9	2.6

Main list (from the top)
SMILES	H9c2 TAG inh	H9c2 TAG inh DAPI viability
COC(=O)C1=C(C)NC(C)=C(C(=O)OC)C1C(=O)OCc1nnc(-c2ccccc2Cl)o1	-5.6	-9.9
CCOC(=O)c1ccc(NC(=S)N2CCCC(C(=O)N3CCCC3)C2)cc1 (stereo not given)	3.2	-6.7
COc1ccc(/C=C/C(=O)OCC(=O)NC2CCCC2)cc1OC	2.6	-7.8
CC(C)(C)NC(=O)NC(=O)COC(=O)c1ccco1	-7.0	-4.6
O=C(Cn1cc([N+](=O)[O-])cn1)NCCc1c[nH]c2ccccc12	-8.4	2.2
Cc1cc(C(=O)COC(=O)C(C)NC(N)=O)c(C)n1Cc1ccco1 (stereo not given)	0.4	0.7
CCC(C)N(CC(=O)NCc1ccc(OC)cc1)C(=O)c1csnn1 (stereo not given)	35.7	-0.2
O=C(Cn1ccc(=O)[nH]c1=O)c1ccc([N+](=O)[O-])o1	8.2	-2.1
COc1ccccc1C(CNC(=O)c1ccc(NS(=O)(=O)c2ccc(F)c(C)c2)cc1)N1CCCC1 (stereo not given)	23.7	7.7
O=C(OCc1nnc(-c2ccccc2Br)o1)c1ccco1	0.2	-1.8
COc1ccc(CC(=O)Nc2nc(-c3cccc([N+](=O)[O-])c3)cs2)cc1	16.2	-9.6
COc1cccc(OCC(=O)N(Cc2nc(-c3ccc(Cl)cc3)no2)C(C)C)c1	-2.8	-2.3
Cc1ccccc1S(=O)(=O)N(C)C[C@@H]1OCc2cnnn2CCCC(=O)N([C@@H](C)CO)C[C@H]1C	-14.7	4.6
CCc1nnc(NS(=O)(=O)c2ccc(NC(=O)c3ccc(Br)cc3)cc2)s1	3.8	-4.3
CC(C)C(=O)N1CCCC1(C)C(=O)Nc1ccc(F)cc1 (stereo not given)	-12.9	2.6
CC/C(=N\NC(=O)c1ccc2c(c1)OCO2)C12CC3CC(CC(C3)C1)C2	-6.6	-8.6
COC(=O)NN1C(=O)C(c2ccccc2)=C(c2ccc(Cl)cc2)C1=O	-2.6	4.3
COc1ccc(NC(=O)C(=O)NCCN2CCN(C(=O)C(c3ccccc3)c3ccccc3)CC2)cc1	2.1	-2.0
Cc1csc2nc(CNC(=O)CCC(=O)O)cn12	-0.1	-4.2
Nc1c(-c2ccsc2)cnc2ncnn12	9.0	-9.0
O=C(COc1ccc(S(=O)(=O)N2CCOCC2)cc1)NCc1ccco1	-5.7	-1.2
Cc1c(Br)c([N+](=O)[O-])nn1CC(=O)Nc1nccs1	-6.4	9.1
O=C(CCCCCn1c(=S)[nH]c2cc3c(cc2c1=O)OCO3)N1CCN(C2CCCCC2)CC1	7.8	-6.4
C=CCOC(=O)C1=C(C)NC(SCC(=O)N(CC)CC)=C(C#N)C1c1ccccc1 (stereo not given)	1.0	1.6
CCc1nc2ccc(C(=O)NCc3cccs3)cn2c1N(CC)CCOC	-2.8	-0.3
COc1ccc(CCN2CC(C(=O)N3CCCCCC3)CCC2=O)cc1 (stereo not given)	-21.6	16.8
C=CC[C@H](CC(=O)N(CCO)Cc1ccccc1)C(=O)N[C@@H](C)COC(=O)[C@@H](CC=C)Cc1ccc(F)cc1	22.4	-1.9
Cc1ccc(NC(=O)c2nc[nH]c2C(=O)N2CCN(c3ccccc3)CC2)cc1	-9.5	2.9
Nc1nc(SCc2ccccc2)ns1	-21.7	9.1
CCCCN(CCCC)CCNC(=O)c1ccc2nc(-c3ccccc3NC(C)=O)c(=O)[nH]c2c1	-5.1	12.9
Cc1ccc(C(=O)CCC(=O)OCc2nnc(-c3ccccc3)o2)cc1	0.6	-0.6
Cc1nnc2ccc(-c3cccc(NS(=O)(=O)c4ccccc4[N+](=O)[O-])c3)nn12	19.1	-6.7
COc1ccccc1NC(=O)CN1CCN(CC(=O)Nc2ccc(F)cc2)CC1	-3.4	0.6
C=CCN(C(=O)c1ccc(Cl)cc1)c1ccccc1C(=O)NCC(=O)O	-2.1	-3.0
Cc1cc(C)n2c(SCC(=O)NC3CCCCC3)nnc2n1	-2.6	-4.9
Cc1nc2c(OCc3cccc(Cl)c3)cccn2c1N(C)Cc1cccs1	-26.5	-7.6
CN(CC(=O)Nc1cccc(S(=O)(=O)NC2=NCCC2)c1)Cc1cccc(F)c1	-15.0	2.5
COc1ccc(N(CC(=O)N2CCN(c3ccccc3)CC2)S(=O)(=O)c2c(C)noc2C)cc1	4.2	-7.2
Cc1ccccc1Cn1c(C(C)O)nc2ccccc21 (stereo not given)	-19.2	10.1
CCCCNC(=O)NS(=O)(=O)c1ccc(C)cc1	-7.3	-3.9
CCCCN(C(=O)c1ccc2c(c1)S(=O)(=O)N=C1CCCCCN12)c1c(N)n(CC(C)C)c(=O)[nH]c1=O	-1.3	2.5
CC1CCC2(CC1)NC(=O)c1ccccc1O2 (stereo not given)	-1.5	11.6
Cc1ccc(NC(=O)CNc2cccc(S(=O)(=O)N3CCCC3)c2)cc1F	4.5	2.9
CCOCCCN(C(=O)CNC(=O)c1ccco1)C(C(=O)NC1CCCC1)c1ccccc1C (stereo not given)	7.4	-1.0
CN(CC(=O)Nc1ccccc1Br)C(=O)c1ccccc1-c1nc2ccccc2s1	-18.5	4.7
CCC1(C)NC(C(=O)O)Cc2c1[nH]c1ccccc21 (stereo not given)	-2.7	-6.5
Cc1ccc(C)c(NC(=O)CSc2nnc(-c3ccncc3)o2)c1	-18.5	10.0
CS(=O)(=O)N(CC(=O)NC1CC2CCC1C2)c1cccc(C(F)(F)F)c1 (stereo not given)	10.7	-7.5
CCOc1ccc(C=NNc2ccc(S(=O)(=O)Nc3ccccc3C(=O)O)cc2[N+](=O)[O-])cc1OC	-8.3	6.4
O=C(Nc1ccc(N2CCCCC2)cc1)c1cc(S(=O)(=O)N2CCOCC2)ccc1F	-20.9	9.1
C=CCOc1ccc(CN(C)CC(=O)Nc2ccc3c(c2)CCC3)cc1	-5.8	9.2
CC1=Nc2cccc3cccc(c23)N1	18.5	-8.0
COC(=O)c1ccc(=O)n(Cc2ccco2)c1	-0.8	6.4
COc1cccc(NC(=S)N(CCc2c(C)[nH]c3ccccc23)Cc2cccs2)c1	-8.6	15.4
Cc1cccc(NCC(=O)N/N=C/c2ccc(Br)cc2)c1	6.9	4.6
Cc1cc(C(=O)Nc2cccc3c2O[C@H](CN(C)CC2CC2)[C@@H](C)CN([C@H](C)CO)C3=O)n(C)n1	-0.7	-4.8
COc1ccccc1C(=O)NCCC(=O)NC1CCCC(C)C1C (stereo not given)	-8.8	-4.5
CCn1nc(C)c(CN2CCCC(CO)(Cc3ccccc3)C2)c1C (stereo not given)	-33.2	23.8
CN(Cc1c(F)cccc1Cl)C(=O)CNC(=O)c1sc2ccccc2c1Cl	-3.4	-8.5
N=c1oc2ccccc2cc1C(=O)N/N=C/c1ccccc1	15.4	-6.7

The list goes on.
SMILES	H9c2 TAG inh	H9c2 TAG inh DAPI viability
COc1ccccc1CNC(=O)COC(=O)c1cc(=O)[nH]c2ccccc12	-10.5	4.2
CCC(C)SCc1nc2ccccc2[nH]1 (stereo not given)	-2.9	8.8
CCCCc1nnc(NC(=O)C2CC(=O)N(c3ccc(C)cc3)C2)s1 (stereo not given)	-6.6	1.3
COc1cc(/C=C/C(=O)Nc2ccc3[nH]c(=O)[nH]c3c2)cc(OC)c1OC	7.5	-3.1
CCOC(=O)Nc1cccc(OCC(=O)Nc2ccccc2OC)c1	10.7	3.8
Cc1cccc(N2CCN(C(=S)NC3CCCCC3)CC2)c1C	0.0	-2.9
CC(CNS(=O)(=O)c1ccccc1)Sc1ncccn1 (stereo not given)	-6.3	-0.4
COc1cccc(-c2cc3nc(-c4ccccc4)cc(N4CCN(C(=O)c5ccoc5)CC4)n3n2)c1	30.3	44.1
c1cn(-c2ccc(-c3ccnc4ncnn34)cc2)cn1	10.2	7.5
CCc1nc2c(OCc3c(C)noc3C)cccn2c1N(C)C(=O)C(C)C	12.6	-7.2
CCOC(=O)c1ccc(CNC(=O)CCC(=O)O)cc1	-11.3	4.0
O=C1CCCC2=C1Sc1ccccc1N2	1.6	5.3
CC(C)(C)C(=O)Nc1ccc(C(=O)COC(=O)C2=COCCO2)cc1	-6.4	0.0
CC(=NNc1ccc2ccccc2n1)c1ccccc1O	-1.0	2.9
NC(=O)c1ccsc1NC(=O)c1cccs1	-0.2	1.7
COc1cccc(NC(=O)CSc2ccc3nnc(-c4cccnc4)n3n2)c1	-12.7	0.9
COc1ccc(CCN(C)C(=O)c2cc(-c3ccc(C)cc3)nc3ccccc23)cc1OC	-6.2	2.9
Cc1ccc(/C=C/c2onc(C)c2S(=O)(=O)N2CCC(C(=O)NC(C)(C)C)CC2)cc1	-5.1	3.5
C[C@H](CO)N1C[C@H](C)[C@@H](CN(C)C(=O)Nc2ccc(C(F)(F)F)cc2)Oc2ccc(NC(=O)Nc3ccc4c(c3)OCO4)cc2C1=O	10.9	-12.5
O=C(COC(=O)COc1ccccc1)NCc1ccco1	10.5	1.7
CC(C)Sc1nc(SCC(=O)O)c2c3c(sc2n1)COC(C)(C)C3	-13.9	11.4
O=C(CSc1nnc(-c2ccco2)n1-c1ccccc1)Nc1c(Cl)cc(Cl)cc1C(=O)O	-8.6	8.3
CCOC(=O)N1CCN(C(=O)CNC(=O)c2ccc(Cl)cc2Cl)CC1	12.8	-0.4
CCOc1ccc(NC(=O)c2ccncc2)cc1	-18.6	10.7
COC(=O)CN1C(=O)N/C(=C/c2cc3c(cc2OC)OCO3)C1=O	6.3	3.3
O=C(COC(=O)COc1ccccc1)Nc1cccnc1Cl	13.5	3.6
CC(=O)/C(C#N)=C1\NC(=O)C(Cc2ccccc2C)S1 (stereo not given)	12.0	2.2
CCOC(=O)C1CCN(CC(=O)c2c(C)[nH]c3cc(C)ccc23)CC1	13.1	-17.6
COC(=O)C(CCSC)NC(=O)c1cc2c(n(-c3ccc(C)cc3)c1=O)CCCC2=O (stereo not given)	-1.1	1.3
COC(=O)c1cnc2c(C(F)(F)F)cccc2c1OC	-2.2	-2.6
Cc1ccc(CNc2ncnc3ccc(-c4ccoc4C)cc23)o1	-16.4	3.5
Cc1ccccc1CSc1nnc(CCCCCNC(=O)OC(C)(C)C)o1	-27.2	9.9
O=C(NC1CCCCC1)N(Cc1nc2ccccc2c(=O)[nH]1)C1CCCC1	13.4	1.4
COc1cc(OC)cc(C(=O)N[C@H](C(=O)Nc2nc3ccc(S(C)(=O)=O)cc3s2)C(C)C)c1	-11.8	0.8
COc1ccc(C2=[N+]([O-])C(C)(C)N(O)C2C)cc1 (stereo not given)	-3.7	-7.2
O=C(CCNC(=O)c1ccco1)NCCc1ccc(Cl)cc1	-0.5	5.2
CC(C)(C)NC(=O)CSc1nc(O)cc(=O)n1-c1ccccc1F	1.7	0.2
COc1ccc(C)cc1NC(=O)Nc1cccc(C(=O)O)c1	-0.4	0.3
Cn1c(=O)c([N+](=O)[O-])c(Cl)c2ccccc21	98.0	-70.7
CC(C)(C)NC(=O)C(=O)NNC(=O)c1ccco1	1.1	-2.5
Cc1ccn2c(CNCCn3cccn3)c(C(=O)N3CCCCCC3)nc2c1	13.6	-10.8
O=C(NCc1cccnc1)c1cccc(-c2cc3ccccc3oc2=O)c1	-7.5	-1.0
O=C(COn1nnc2ccc(C(F)(F)F)cc21)Nc1c(Cl)cccc1Cl	-3.0	0.6
Clc1ccc(C[n+]2cc(-c3ccccc3)n3c2CCCCC3)c(Cl)c1	-11.5	10.5
CC1CN(C(=O)c2cccc(NS(=O)(=O)c3ccc(Br)cc3)c2)CC(C)O1 (stereo not given)	-10.6	4.9
Cc1ccccc1-n1c(=O)c2ccccc2n2nnnc12	-13.8	3.6
O=C(NCc1ccc2c(c1)OCO2)c1ccc(S(=O)(=O)NCC2CCCO2)cc1 (stereo not given)	-10.4	-0.1
O=C(Nc1ccc(Cl)c(Cl)c1)c1ccccc1	-11.6	-2.8
COC(=O)NC1(C(F)(F)F)C(=O)Nc2c1c(=O)n(C)c(=O)n2C (stereo not given)	-47.1	13.9
COc1cc(C=O)ccc1OCCCOc1ccc([N+](=O)[O-])cc1	-53.3	3.3
CN(C)C(CNC(=O)c1cccc(S(=O)(=O)N(C)C)c1)c1ccccc1 (stereo not given)	15.7	-5.0
O=C(CSc1nncc2ccccc12)Nc1cccc(C(=O)O)c1	6.6	-0.2
NCCCC[C@H]1CNC(=S)N1CC1CCCCC1	4.2	4.4
